CCHF vOTU inh = CCHFV vOTU protease inhibitors, primary screen, biochemical, Pep-AMC substrate, fluorescence; inhibition, % at 11.5 µM; hit rate 0.55% among 370,000; AID 651958, 2012; further: 0% = vehicle wells with enzyme and 100% = no enzyme wells
FadD28 FP inh = inhibitors of FadD28 bisubstrate probe binding, primary screen, biochemical, fluorescence polarization, single point; Mycobacterium tuberculosis FadD28 fatty-acid-AMP ligase; hit rate 0.22% among 360,000; inhibition, % at 12.5 µM; in the data active means inhibition above about 8.5%, passing the limit was not always enough; inconclusive means no clear call, values can overlap the other calls
BioA inh = M. tuberculosis BioA enzyme inhibitors, primary screen, biochemical, plate reader, single point, HTS. AID 602481, 2012. purified M. tuberculosis BioA enzyme. hit rate 0.096% among 360,000. 7,8-diaminopelargonic acid synthase BioA (Mycobacterium tuberculosis). inhibition, % at 9.99 µM; in the data active means inhibition above about 40%; inconclusive means no clear call, values can overlap the other calls
MazEF act = activators of E. coli MazEF toxin-antitoxin RNase, primary screen, biochemical, fluorescence, uHTS. Endoribonuclease toxin MazF (Escherichia coli (strain K12)), P0AE70. FAM/BHQ RNA-DNA oligo cleavage fluorescence, 5 h. activation, % at 20 µM. hit rate 0.32% among 350,000. AID 504720, 2011; in the data active means activation above about 50%
Target sequence (P0AE70 whole entry, looked up): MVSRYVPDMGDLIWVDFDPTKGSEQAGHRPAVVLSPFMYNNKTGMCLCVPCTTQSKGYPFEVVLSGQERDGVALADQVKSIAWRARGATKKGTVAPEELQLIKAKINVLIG
BoNT-F LC inh = BoNT/F light chain protease inhibitors, primary screen, biochemical, flow cytometry, MLPCN library | AID 588497, 2011 | Multiplex microsphere protease cleavage assay | inhibition, % at 10 µM | hit rate 0.22% among 360,000 | Botulinum neurotoxin type F light chain protease (Clostridium botulinum); in the data active means inhibition above about 35%, passing the limit was not always enough; inconclusive means no clear call, values can overlap the other calls; further: plate controls were buffer without enzyme for full effect and enzyme alone for no effect
Mtb UGM inh = M. tuberculosis UGM enzyme inhibitors, primary screen, biochemical, fluorescence polarization, single point. UDP-galactopyranose mutase (Mycobacterium tuberculosis (strain ATCC 25618 / H37Rv)), …. purified UGM, fluorescence polarization probe displacement. inhibition, % at 10 µM. hit rate 0.06% among 320,000; in the data active means inhibition above about 10%, passing the limit was not always enough; inconclusive means no clear call, values can overlap the other calls
Target sequence (P9WIQ1 whole entry, looked up): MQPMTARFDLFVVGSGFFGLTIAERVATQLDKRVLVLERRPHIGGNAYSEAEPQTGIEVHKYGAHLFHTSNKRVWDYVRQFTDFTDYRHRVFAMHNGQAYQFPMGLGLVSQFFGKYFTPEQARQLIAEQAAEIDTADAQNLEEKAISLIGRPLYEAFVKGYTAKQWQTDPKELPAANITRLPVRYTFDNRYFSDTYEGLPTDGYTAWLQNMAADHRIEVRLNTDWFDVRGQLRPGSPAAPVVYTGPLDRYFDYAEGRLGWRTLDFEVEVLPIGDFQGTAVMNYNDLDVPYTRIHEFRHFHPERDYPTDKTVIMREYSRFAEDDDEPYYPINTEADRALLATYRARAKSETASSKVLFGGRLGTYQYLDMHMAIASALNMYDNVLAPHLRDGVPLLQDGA
GDH-TPI inh = GDH-TPI coupling enzyme inhibitors, primary screen, artefact control for M. tuberculosis FBA inhibitor project, biochemical, absorbance, full deck; GDH-TPI coupled enzyme counterscreen, NADH absorbance; inhibition, % at 4.8 µM; hit rate 1.2% among 360,000; AID 588335, 2011;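 further: 0% = DMSO wells and 100% = wells lacking the enzyme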
Rv3671c protease = Rv3671c serine protease inhibitors, primary screen, biochemical, fluorescence polarization, M. tuberculosis H37Rv. P9WHR9. inhibition, % at 5.96 µM. hit rate 0.048% among 320,000; in the data active means inhibition above about 38%;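 further: extracellular domain of Rv3671c used as enzyme; 0% = enzyme with DMSO and 100% = no enzyme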
Mtb FBA inh = Mtb FBA enzyme inhibitors, primary screen, biochemical, fluorescence, strain H37Rv | Fructose-bisphosphate aldolase (Mycobacterium tuberculosis (strain ATCC 25618 / H37Rv)), … | purified M. tuberculosis FBA, fluorescence read-out | inhibition, % at 1 µM | hit rate 2.3% among 360,000 | AID 588726, 2011; in the data active means inhibition above about 27%;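 further: 0% = vehicle and 100% = reference inhibitor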
Target sequence (P9WQA3 whole entry, looked up): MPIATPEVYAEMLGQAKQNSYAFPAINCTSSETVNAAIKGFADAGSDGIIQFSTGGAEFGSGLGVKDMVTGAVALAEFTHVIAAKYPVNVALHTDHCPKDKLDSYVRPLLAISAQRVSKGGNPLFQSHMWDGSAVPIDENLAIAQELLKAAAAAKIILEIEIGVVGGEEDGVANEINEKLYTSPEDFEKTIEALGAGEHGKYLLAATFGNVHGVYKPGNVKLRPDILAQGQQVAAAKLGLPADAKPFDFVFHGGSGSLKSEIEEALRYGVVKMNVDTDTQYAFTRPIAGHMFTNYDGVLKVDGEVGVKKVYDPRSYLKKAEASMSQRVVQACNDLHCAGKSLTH
VHR inh abs = VHR1 phosphatase inhibitors, primary screen, biochemical, absorbance, uHTS. Dual specificity protein phosphatase 3 (Homo sapiens), P51452. recombinant VHR phosphatase, pNPP absorbance. inhibition, % at 13.3 µM. hit rate 0.52% among 290,000. AID 1654, 2009; in the data active means inhibition above about 50%; further: some compounds called inactive have numbers as strong as hits
Target sequence (P51452 whole entry, looked up): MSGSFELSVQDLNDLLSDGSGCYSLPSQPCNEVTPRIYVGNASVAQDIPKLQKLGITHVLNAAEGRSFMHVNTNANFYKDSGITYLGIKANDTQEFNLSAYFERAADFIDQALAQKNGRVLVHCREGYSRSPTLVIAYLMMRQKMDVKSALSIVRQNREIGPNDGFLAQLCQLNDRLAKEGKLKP
* hit, by the source's call; ? = inconclusive; . = no result given. Unless noted, no stated cut-off is given here; in the data, active means inhibition above about 30%; inactive means the rest. An unsorted share of the library. Share with any hit: about 4.9%.

SMILES,CCHF vOTU inh,FadD28 FP inh,BioA inh,MazEF act,BoNT-F LC inh,Mtb UGM inh,GDH-TPI inh,Rv3671c protease,Mtb FBA inh,VHR inh abs
COc1cc(OC)cc(C(=O)NNC(=O)CNC(=O)c2ccc(Br)o2)c1,-0.6,-7.1,-1.5,-3.7,-2.7,-0.5,-1.7,4.3,1.1,.
COc1ccc(NC(=O)c2ccc(C(=O)Nc3ccc(OC)cc3OC)cc2)c(OC)c1,1.7,-0.5,.,-9.2,-2.0,-1.1,9.4,-1.2,1.2,3.3
CCCCONc1ncnc2nonc12,0.1,-1.5,1.1,-2.4,-5.6,2.6,12.6,0.8,3.3,1.7
COc1c(Cl)cc(C(=O)Nc2cccnc2)cc1Cl,11.1,-0.6,20.2,-0.7,-3.0,.,6.2,.,-1.7,.
COc1ccc(-c2cn(-c3cccc(C)c3)c(=O)[nH]2)cc1OC,3.4,-1.4,0.4,7.5,4.6,2.2,-3.3,3.6,1.6,6.3
CC(=O)NC(=S)Nc1cccc2c(C)cc(C)nc12,16.8,-1.8,.,0.2,0.7,0.0,12.3,-1.9,3.5,10.3
COc1ccc(-c2nc(-c3ccccc3)nc(N3CCN(C)CC3)c2C#N)cc1,-0.1,-0.3,-3.2,-5.8,-9.8,-6.4,9.1,3.4,38.2*,22.8
COc1ccc(-n2ncc3c(=O)n(CC(=O)Nc4ccc5c(c4)OCCO5)cnc32)cc1,7.6,-0.1,-0.6,-11.0,-30.1,-1.2,20.0,-5.4,-0.7,31.1
CCCNS(=O)(=O)c1ccc(C(=O)NCC2CCCO2)cc1 (stereo not drawn),-19.9,-2.0,-1.2,6.9,-0.7,-1.8,6.0,3.7,0.6,-2.0
O=C(Nc1ccccc1)C(Cl)C(=O)c1ccccc1 (stereo not drawn),-10.6,-2.8,0.2,1.2,-20.5,2.2,7.1,-6.6,0.2,13.9
COc1cccc(C2NC(=O)NC(C)=C2C(=O)Nc2ccc(C)cc2)c1OC (stereo not drawn),-4.0,2.3,1.1,5.4,-20.6,-2.5,0.8,2.8,4.7,22.3
COc1ccccc1CNc1nc2ccccc2n1CCN1CCCCC1,5.9,-5.7,0.6,7.0,10.4,-2.3,-2.4,4.8,3.2,11.8
Cc1nnc(SCC(=O)Nc2ccc([N+](=O)[O-])cc2)n1C,-2.4,0.3,-2.4,-6.0,?,-2.3,21.4,-6.6,-1.9,-17.9
COc1cccc(NC(=O)C2CCN(C(=O)NC3CCCCC3)CC2)c1,13.4,-2.0,0.4,9.2,3.8,0.7,-1.5,1.8,-1.4,21.1
COc1ccccc1/C=N/NC(=O)C(=O)NCc1cccnc1,6.3,-3.0,-1.8,3.0,-5.1,3.6,9.3,-6.6,0.0,19.8
COc1ccccc1-c1nnc(C2CCN(S(=O)(=O)c3cccc([N+](=O)[O-])c3)CC2)o1,-13.2,-1.0,-0.3,-3.4,4.3,-1.5,1.7,-5.2,0.4,-2.2
O=C(NCc1ccncc1)c1ccc2nc([C@@H]3O[C@H](CO)[C@H](O)[C@H](O)[C@H]3O)[nH]c2c1,13.0,-0.2,0.2,.,0.4,.,6.2,.,0.9,.
COCCNC(=S)N(C)[C@H]1C[C@H]2c3cc(N4CCN(C)CC4)ccc3CCN2C(=O)[C@H]1[C@H](C)O,-7.2,-0.5,-0.2,5.2,2.0,.,-3.3,.,0.0,.
CN1CCn2cnc(C(=O)NCC(=O)OC(C)(C)C)c2C1=O,-5.7,-0.5,-2.7,5.4,2.2,.,3.3,.,-1.4,.
C/C(=C\c1ccccc1)C(=O)NCCc1ccccc1,5.9,-3.0,.,6.9,2.5,-1.7,0.4,8.2,-1.0,13.8
CC(=O)N1CCc2cc(S(=O)(=O)NC(Cc3ccccc3)C(=O)NC3CCCCCC3)ccc21 (stereo not drawn),-10.2,0.7,-1.9,-8.4,-26.8,1.9,1.7,-11.2,3.1,-8.1
CCOC(=O)c1cc(-c2ccc(F)cc2)n(CC(=O)NC(C)CC)c1C (stereo not drawn),-12.5,-0.8,.,1.8,0.2,-5.4,-7.8,2.4,4.8,26.9
CC/C(=N\NC(=O)CCC(=O)NCc1ccccc1)c1ccc(O)cc1,8.2,-2.2,2.2,-22.8,-2.6,0.0,10.1,-2.3,1.3,18.5
CCOc1ccc2oc(C(=O)NC(C)(C)CC)c(C)c2c1,-10.9,-1.3,1.7,7.0,-3.1,-1.1,-4.1,1.7,19.5,11.1
CCCN(CCC)CCCOC(=O)c1ccc(Cl)cc1Cl,10.9,-2.9,0.3,-5.5,2.0,-2.8,0.0,6.8,-0.9,-9.9
Cc1c(C(C)(C)C)sc(=NC(=O)c2ccccc2O)n1C,-12.9,-0.8,-1.1,5.8,12.9,1.7,9.9,6.7,-2.9,-11.0
CCOc1ccc(-c2csc(NNC3=NCCCCC3)n2)cc1,-9.5,-1.2,.,15.3,-11.4,0.9,-1.8,7.7,-0.7,2.8
O=C(COc1nncc2ccccc12)Nc1ccc(F)c(F)c1,-4.3,-0.5,.,-21.8,-0.5,0.1,-1.3,-1.2,4.9,25.6
C=CCc1cccc(/C=N/NC(=O)c2ccc3nc[nH]c3c2)c1O,24.4,-8.0,-0.4,15.4,-4.5,0.7,12.2,-16.0,6.0,-25.2
N#CCCC(C#N)(c1cccnc1)N1CCOCC1 (stereo not drawn),1.5,-0.9,-0.4,1.5,-2.0,.,1.8,.,0.7,.
CC1CN(C(=O)C2(C)CC2(Br)Br)CC(C)O1 (stereo not drawn),-8.7,-2.7,-0.1,3.3,-1.3,.,-3.2,3.1,-0.6,5.7
COc1cc(N)c2ncsc2c1,25.7,-0.1,-0.4,0.5,0.0,.,5.6,.,0.2,.
CC1=C(C(=O)N2CCOCC2)CC(CC(=O)NCCN2CCOCC2)C(=O)N1Cc1ccc(F)cc1 (stereo not drawn),4.8,-3.0,-1.6,5.5,-5.7,.,-1.4,.,-2.9,.
COc1cc(/C=N/Nc2nc(-c3ccc(S(=O)(=O)N(C)C)cc3)cs2)ccc1O,-4.9,-3.6,-3.1,6.9,-3.9,-0.4,19.5,0.7,0.2,25.5
Cc1ccccc1NC(=O)CN1C(=O)NC(C)(CCc2ccccc2)C1=O (stereo not drawn),0.6,-0.4,.,-10.2,-6.7,0.9,-1.0,-5.8,1.4,-9.5
N#Cc1ccc(C(=O)N2CCCCC2c2cc(C(=O)Nc3ccccc3Cl)no2)cc1 (stereo not drawn),-1.9,1.0,1.2,.,3.9,.,0.0,.,2.2,.
CCN1CCN(C(=O)CSc2nc(N)cc(N)n2)CC1,0.7,-3.4,.,-11.1,-3.7,1.3,2.1,0.5,-0.5,16.6
CCOC(=O)C1(C)CCCN(C(=O)c2ccc3c(c2)CCO3)C1 (stereo not drawn),0.8,-1.6,-0.8,.,5.6,.,-1.8,.,-1.8,.
CCc1nnc(SCC(=O)Nc2nnc(C)s2)n1CC1CCCO1 (stereo not drawn),12.5,1.0,-1.3,-1.5,-2.5,1.8,4.4,-2.3,3.9,0.3
CSc1ccccc1NC(=O)CCc1ccccc1,-4.2,-2.8,0.3,-3.8,-0.9,1.5,-7.5,3.6,2.0,23.4
CCOC(=O)c1c(NC(=O)CN2CCCc3ccccc32)sc(C)c1C,9.9,-3.7,.,-12.8,-7.5,-0.4,4.3,4.5,0.4,42.7
COCCN1C(=O)/C(=C/c2ccc(N3CCCC3)cc2)SC1=S,10.2,0.4,.,317.8*,4.3,-2.2,3.5,-43.0,0.1,5.6
COc1ccc(/C=N/NC2=NCCCCC2)cc1,1.1,0.8,.,-0.9,2.2,-1.2,9.8,1.8,3.8,20.1
Cc1cc(NC(=S)N(Cc2ccc(Cl)cc2)Cc2ccc(C(=O)O)cc2)ccc1Cl,14.7,1.6,9.0,7.3,-3.7,2.4,-1.6,-9.2,-2.1,-1.8
COCCNC(=O)Cn1cc(C(=O)c2ccccc2F)c2ccccc21,-5.6,-1.4,9.9,0.3,.,-3.4,12.0,5.4,-0.2,-7.9
COc1ccc(OC)c(C2=NS(=O)(=O)N(C)C(C(=O)NCc3ccco3)=C2)c1,6.3,-2.5,1.2,-2.6,0.2,-1.5,2.7,-3.3,-6.4,10.8
Cn1c(=O)n(Cc2ccccc2)c(=O)c2c1nc1n2CCN1Cc1ccco1,2.5,-2.6,.,-9.6,0.8,1.3,-3.2,4.9,-1.4,17.7
COCCn1c(=S)[nH]c2ccccc21,6.9,-4.7,.,3.1,-1.8,-5.9,-9.8,8.2,-5.8,6.3
O=C(Nc1ccc(N2CCN(C(=O)c3ccccc3)CC2)cc1)c1ccc(Br)o1,9.1,-0.3,1.0,4.5,-11.9,0.2,1.9,-2.9,-1.5,12.7
CCCCN(C=O)c1c(CC)nc2c(OCCOc3ccccc3)cccn12,6.5,-0.4,5.1,.,-6.7,.,16.4,.,3.9,.
O=C(COC(=O)c1c(F)cccc1F)Nc1ccc(N2CCCCC2)cc1,-1.9,-1.4,-2.5,0.6,-11.6,0.0,5.6,-1.7,0.1,.
COc1ccc(/C=C2/C(=O)NC(=S)N(C3CC3)C2=O)cc1CN1C(=O)c2ccccc2C1=O,-6.4,-3.7,-1.0,-1.7,0.5,0.7,4.5,-9.7,-0.2,14.7
COC(=O)c1cc(Cl)cc2c(CCO)c[nH]c12,-9.2,-2.1,0.9,1.5,-2.0,-0.4,4.8,1.4,4.6,.
NC(=O)C1(N2CCCCC2)CCN(C(=O)c2ccccc2)CC1,-2.4,-2.1,0.1,-2.1,-0.6,0.4,4.0,4.4,0.6,25.0
CC(=O)c1cccc(NC(=O)Nc2ccc(C(=O)N3CCOCC3)cc2)c1,-3.7,-2.6,0.2,0.8,-12.1,-1.2,0.0,-1.6,1.1,13.3
O=C(COC(=O)c1ccc2ccccc2c1O)NCc1ccccc1,1.3,-0.8,-3.0,-3.0,5.1,-0.7,10.1,-11.3,8.2,.

Pulled one by one from above (3):
SMILES,CCHF vOTU inh,FadD28 FP inh,BioA inh,MazEF act,BoNT-F LC inh,Mtb UGM inh,GDH-TPI inh,Rv3671c protease,Mtb FBA inh,VHR inh abs
Cn1c(=O)n(Cc2ccccc2)c(=O)c2c1nc1n2CCN1Cc1ccco1,2.5,-2.6,.,-9.6,0.8,1.3,-3.2,4.9,-1.4,17.7
Cc1cc(NC(=S)N(Cc2ccc(Cl)cc2)Cc2ccc(C(=O)O)cc2)ccc1Cl,14.7,1.6,9.0,7.3,-3.7,2.4,-1.6,-9.2,-2.1,-1.8
CC(=O)c1cccc(NC(=O)Nc2ccc(C(=O)N3CCOCC3)cc2)c1,-3.7,-2.6,0.2,0.8,-12.1,-1.2,0.0,-1.6,1.1,13.3

Given field by field: two of the compounds above.
> N#Cc1ccc(C(=O)N2CCCCC2c2cc(C(=O)Nc3ccccc3Cl)no2)cc1 (stereo not drawn)
  CCHF vOTU inh: -1.9
  FadD28 FP inh: 1.0
  BioA inh: 1.2
  MazEF act: .
  BoNT-F LC inh: 3.9
  Mtb UGM inh: .
  GDH-TPI inh: 0.0
  Rv3671c protease: .
  Mtb FBA inh: 2.2
  VHR inh abs: .

> CCN1CCN(C(=O)CSc2nc(N)cc(N)n2)CC1
  CCHF vOTU inh: 0.7
  FadD28 FP inh: -3.4
  BioA inh: .
  MazEF act: -11.1
  BoNT-F LC inh: -3.7
  Mtb UGM inh: 1.3
  GDH-TPI inh: 2.1
  Rv3671c protease: 0.5
  Mtb FBA inh: -0.5
  VHR inh abs: 16.6
